pPAFAH FP inh – inhibitors of human plasma PAF acetylhydrolase (pPAFAH); recombinant pPAFAH, FP-rhodamine probe fluorescence polarization; inhibition, % at 3.39 µM; 1.5% of 330,000 active; AID 463082;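 active = inhibition above the mean inhibition across the screen plus 3 SD, cut at about 25% in these data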;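 also: inhibitors block binding of the rhodamine activity-based probe so polarization drops; 0% = enzyme with DMSO and 100% = wells lacking pPAFAH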
PME-1 inh – blocks human protein phosphatase methylesterase 1 | Q9Y570 | recombinant PME-1, FP-Rh probe fluorescence polarization | inhibition, % at 5.9 µM | 0.53% of 320,000 active;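 active = inhibition above the campaign mean of all compounds plus 3 SD, cut at about 26% in these data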;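 also: competitive labeling of PME-1 active site by serine hydrolase directed probe; 0% = PME-1 with DMSO and 100% = wells lacking PME-1 enzyme; inhibitors block probe labeling so polarization falls and inhibition rises; many of its hits are not listed in these tables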
PAFAH2 FP inh – PAFAH2 (human) inhibition; Q99487; inhibition, % at 3.39 µM; recombinant PAFAH2, FP-rhodamine activity probe, fluorescence polarization; 0.99% of 340,000 active; AID 492956;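 active = inhibition above the mean over all tested compounds plus 3 SD, cut at about 30% in these data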;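 also: inhibitors block probe labeling of enzyme so polarization drops; 0% = enzyme with DMSO and 100% = wells lacking PAFAH2 protein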
PAFAH1B2 FP inh – blocks human PAF acetylhydrolase 1b catalytic subunit 2. recombinant PAFAH1B2, FP-rhodamine activity probe, fluorescence polarization. 1.2% of 340,000 active. inhibition, % at 3.39 µM. AID 492953;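 active = inhibition above the mean of all tested compounds plus 3 SD, cut at about 24% in these data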;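 also: 0% = enzyme with DMSO and 100% = wells lacking PAFAH1B2; many of its hits are not listed in these tables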
Target sequence (P68402 whole entry, looked up): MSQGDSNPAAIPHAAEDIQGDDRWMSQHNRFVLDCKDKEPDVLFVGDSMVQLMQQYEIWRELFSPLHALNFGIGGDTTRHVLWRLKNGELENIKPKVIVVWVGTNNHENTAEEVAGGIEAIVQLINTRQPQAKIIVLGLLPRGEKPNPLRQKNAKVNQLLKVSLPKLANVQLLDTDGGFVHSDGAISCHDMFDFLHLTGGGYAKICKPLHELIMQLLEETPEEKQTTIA
GSTO1 inh – GSTO1 inhibition, counter-screen for RBBP9 inhibitors | inhibition, % at 5.96 µM | recombinant GSTO1, activity-based probe fluorescence polarization | P78417 | 1.1% of 300,000 active;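 active = inhibition above the campaign mean inhibition plus 3 SD, cut at about 35% in these data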;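 also: 0% = GSTO1-1 with DMSO and 100% = wells lacking GSTO1-1 enzyme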
Target sequence (P78417 whole entry, looked up): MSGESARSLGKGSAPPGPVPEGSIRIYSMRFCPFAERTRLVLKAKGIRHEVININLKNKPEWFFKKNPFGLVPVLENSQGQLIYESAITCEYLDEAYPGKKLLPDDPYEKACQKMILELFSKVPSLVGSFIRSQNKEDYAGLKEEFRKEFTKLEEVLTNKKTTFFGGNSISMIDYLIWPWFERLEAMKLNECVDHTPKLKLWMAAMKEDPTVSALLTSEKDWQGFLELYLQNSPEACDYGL
PAFAH1B3 inh – blocks human PAF acetylhydrolase 1B catalytic subunit 3 | Q15102 | recombinant PAFAH1B3, FP-rhodamine probe, fluorescence polarization | inhibition, % at 3.39 µM | 0.28% of 340,000 active | AID 492972;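 active = inhibition above the screen-wide average of all tested compounds plus 3 SD, cut at about 25% in these data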;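 also: 0% = enzyme with DMSO only and 100% = wells lacking PAFAH1B3 protein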
PAD4 FP inh – inhibitors of human PAD4; Q9UM07; recombinant PAD4, RCA probe fluorescence polarization; inhibition, % at 6.36 µM; 0.41% of 330,000 active;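 active = percent inhibition above a cutoff equal to the mean of all tested compounds plus 3 SD, cut at about 15% in these data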;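 also: 0% = PAD4 with RCA probe and DMSO and 100% = probe without PAD4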
LYPLA1 inh – counter-screen for PME1 inhibitors: inhibitors of human LYPLA1. recombinant LYPLA1, FP-Rh probe fluorescence polarization. O75608. 0.16% of 320,000 active. inhibition, % at 5.9 µM;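 active = inhibition above the mean of all tested compounds plus 3 SD, set per campaign, cut at about 14% in these data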;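 also: inhibitors block serine hydrolase probe labeling of LYPLA1 so polarization falls; 0% = enzyme with DMSO and 100% = wells lacking LYPLA1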
Target sequence (O75608 whole entry, looked up): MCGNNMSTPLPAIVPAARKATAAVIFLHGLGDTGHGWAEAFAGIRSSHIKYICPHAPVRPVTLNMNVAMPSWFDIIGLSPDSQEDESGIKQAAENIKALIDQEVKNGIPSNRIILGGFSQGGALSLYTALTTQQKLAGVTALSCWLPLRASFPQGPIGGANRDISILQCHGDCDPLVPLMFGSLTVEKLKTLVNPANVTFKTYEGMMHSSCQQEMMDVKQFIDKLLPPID
LYPLA2 inh – LYPLA2 (human) inhibition in PME1 counter-screen; recombinant LYPLA2, FP-Rh probe fluorescence polarization; inhibition, % at 5.9 µM; O95372; 0.38% of 320,000 active;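 active = inhibition above the screen-wide mean plus 3 SD, limit set per campaign, cut at about 26% in these data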;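 also: 0% = LYPLA2 with DMSO and 100% = wells lacking LYPLA2 enzyme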
Target sequence (O95372 whole entry, looked up): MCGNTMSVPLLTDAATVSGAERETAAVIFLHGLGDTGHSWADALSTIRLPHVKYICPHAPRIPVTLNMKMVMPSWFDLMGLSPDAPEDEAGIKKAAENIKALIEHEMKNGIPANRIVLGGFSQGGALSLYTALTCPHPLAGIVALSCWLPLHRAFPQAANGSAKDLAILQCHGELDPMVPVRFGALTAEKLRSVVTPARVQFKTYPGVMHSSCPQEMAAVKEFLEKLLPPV
An asterisk follows results filed as active; x = not tested or not shown. The list is partial. The share of hits here may be higher or lower than overall.

Below each compound: pPAFAH FP inh	PME-1 inh	PAFAH2 FP inh	PAFAH1B2 FP inh	GSTO1 inh	PAFAH1B3 inh	PAD4 FP inh	LYPLA1 inh	LYPLA2 inh
1) Oc1ccccc1-c1nc(N2CCCC2)c2ccccc2n1
 : 1.8	-12.5	8.4	3.2	-4.1	3.2	-15.9	-8.9	-15.2
2) Cc1cc(NC(=O)c2cc(-c3ccc(O)cc3)on2)no1
 : -2.4	-5.7	10.0	-1.8	-4.1	7.8	-7.0	-3.2	-0.4
3) NC(=O)CC(NC(=O)Cc1ccc(Br)cc1)c1ccc(NCc2ccc(F)cc2)c([N+](=O)[O-])c1 (stereo not given)
 : 3.2	-8.7	-5.5	0.3	1.1	1.3	-6.5	-2.2	-8.4
4) Nc1ccc(S(=O)(=O)Nc2ccc(C(=O)c3ccccc3)cc2)cc1
 : 4.2	-1.5	-3.0	1.6	3.1	9.8	-2.8	-0.2	3.6
5) O=C1CC/C=C\C[C@@H](CC(=O)N(CCO)Cc2ccccc2)C(=O)N2CCC[C@H]2CO1
 : 0.3	x	-3.9	7.9	x	1.9	0.6	x	x
6) CCN/C=C(\C#N)S(=O)(=O)c1ccc(Br)cc1
 : 5.0	5.5	4.0	7.9	-13.7	-3.4	3.4	-2.3	7.1
7) Cc1ccc(NC(=O)c2c(C)noc2C)cc1
 : -1.0	-0.1	3.4	-4.3	1.3	4.9	-3.5	-1.2	0.2
8) CC(C)n1c(SCC(=O)N2CCCCC2)nc2c1c(=O)n(C)c(=O)n2C
 : 3.6	-1.6	4.2	-2.1	1.0	-3.6	-0.6	0.6	0.2
9) Cc1nc(C(=O)N(C)C)nn1-c1ccc(Cl)cc1Cl
 : 3.6	-2.1	-2.1	-1.6	-1.3	1.1	0.2	2.7	7.3
10) CCC(CO)Nc1ncnc2c1cnn2-c1ccc(Cl)cc1 (stereo not given)
 : 6.3	5.2	6.2	1.4	7.3	0.3	-2.3	0.0	3.4
11) Cn1c(=N)n(CC(O)c2ccccc2)c2ccccc21 (stereo not given)
 : 3.7	1.7	4.2	5.3	5.3	-0.8	-3.4	0.5	5.8
12) COc1ccc(N=C2C(=O)Nc3ccccc32)cc1
 : -4.6	-1.0	-3.4	-0.3	2.9	1.5	-5.2	1.6	-4.8
13) Cc1ccc2nc(C)cc(N/N=C/c3ccc(F)cc3)c2c1
 : 2.3	-2.7	8.3	7.8	3.0	3.2	-2.0	-2.0	-5.9
14) O=C(c1ccc(F)cc1Cl)N1CCN(CCc2ccccc2)CC1
 : 0.4	-0.8	-13.3	-2.3	3.2	1.7	0.8	0.2	0.3
15) O=C(O)/C=C\C(=O)Nc1ccc(N2CCN(c3cccc(Cl)c3)CC2)cc1
 : 15.1	7.1	2.5	0.4	44.9*	-3.0	3.0	1.9	5.7
16) O=C(Nc1nnc(-c2ccco2)o1)c1cccc(Cl)c1
 : 0.7	0.5	-4.8	0.8	-38.5	13.9	4.2	-1.4	-2.6
17) Cn1nc(N)nc1N1CCN(c2ccc(F)cc2)CC1
 : 0.0	-0.4	3.4	2.6	1.5	4.4	-3.9	-1.1	-1.0
18) COc1ccc(C(=O)C2CCCN(C(=O)CCc3ccccn3)C2)c(C)c1 (stereo not given)
 : 3.1	-3.3	9.4	9.6	7.7	3.0	0.8	-4.1	-2.3
19) C/C(CCC12CC3CC(CC(C3)C1)C2)=N\NC(N)=S
 : -1.8	1.9	4.1	23.7	12.4	9.4	4.2	4.0	6.6
20) CCN(CC)c1ccc(NC(=O)c2cnccn2)cc1S(=O)(=O)Nc1ccc(OC)cc1
 : 7.3	11.4	14.7	1.8	3.3	6.4	-0.4	-1.7	-1.9
21) O=C(Cn1nnc(-c2ccccc2NC(=O)c2ccccc2F)n1)NC1CCCC1
 : -7.8	0.4	-2.5	-0.2	2.6	2.7	-80.5	-1.5	-14.6
22) NNC(=O)c1cc2c(ccc3ccccc32)o1
 : 4.4	-0.6	-0.3	-1.7	7.0	3.2	1.2	-0.7	-13.6
23) O=C(N/N=C/c1ccc2c(c1)OCO2)c1ccc(COCC(F)(F)C(F)F)cc1
 : 6.1	-3.2	4.7	-3.9	-3.8	-1.4	-1.7	-1.3	-4.0
24) O=C(O)c1cccc(NS(=O)(=O)c2ccc(Cl)c(C(=O)Nc3cccc([N+](=O)[O-])c3)c2)c1
 : 3.9	4.2	-6.2	-1.9	6.1	-9.3	3.6	0.6	0.0
25) CN(Cc1nc(-c2ccc(Cl)cc2)no1)C(=O)c1ccco1
 : 7.3	1.0	-1.5	-1.5	3.6	-5.7	0.5	-0.6	3.1
26) CCCNC(=O)c1ccc2c(=O)n(Cc3ccco3)c(=S)[nH]c2c1
 : 9.2	3.4	3.2	-0.1	25.2	2.8	-0.1	-6.8	-3.9
27) O=C(Nc1ccc(Cl)cc1)c1ccc2ncsc2c1
 : 4.1	-7.2	-11.0	-1.9	-9.5	1.8	2.4	-5.4	-2.8
28) CC(O)CNc1nc2ccccc2n1CC(=O)NC12CC3CC(CC(C3)C1)C2 (stereo not given)
 : 4.3	-1.6	8.2	15.4	9.8	5.5	-1.0	-0.4	-2.5
29) CN1C2C=C(N(CCc3ccccc3)C(=O)c3ccc(Cl)cc3)CC1CC2 (stereo not given)
 : -0.4	-1.8	3.1	8.8	-0.1	-0.5	-4.3	1.3	-5.4
30) COC(=O)c1ccc2[nH]c3c(c2c1)CC(C)CC3 (stereo not given)
 : 2.1	9.7	4.8	-1.0	-0.4	6.5	4.1	4.2	5.2
31) CC1CC(NC(=O)CCn2c(=O)oc3ccccc32)CC(C)(C)C1 (stereo not given)
 : 2.6	2.2	44.2*	37.8*	8.4	7.2	0.3	0.5	2.8
32) CC12CCC(=O)N1C(C(=O)NCc1ccc(Cl)cc1Cl)CS2 (stereo not given)
 : 1.9	3.8	-3.1	6.0	-8.6	1.6	-4.5	-2.7	-2.3
33) O=C(CN(C(=O)CCC(=O)Nc1nccs1)C1CCCC1)NCc1ccc2c(c1)OCO2
 : 0.0	0.1	1.0	1.2	8.8	6.2	1.8	0.8	-1.6
34) O=C(COc1ccc(S(=O)(=O)NC2CCCCC2)cc1)N1CCN(c2ccc(F)cc2)CC1
 : 7.6	-4.1	6.7	1.2	4.0	4.0	-3.6	-0.2	3.9
35) CC(CCc1ccccc1)NC(=O)CSc1nccc(=O)[nH]1 (stereo not given)
 : 1.9	-4.6	4.3	8.5	12.4	12.6	-2.2	2.8	-1.1
36) O=C(CNC(=O)c1ccc2c(c1)OCO2)Nc1ncccc1O
 : 4.5	2.2	3.1	3.8	12.8	9.3	-3.1	-2.9	-3.1
37) CCCc1nnc(NC(=O)CCC(=O)Nc2ccc(F)cc2)s1
 : 2.5	-1.9	8.4	2.9	0.8	7.5	-1.3	0.8	4.0
38) CCSc1nnc(N2C(=O)c3ccc(C(=O)c4ccc(C(=O)O)cc4)cc3C2=O)s1
 : 1.4	-3.6	7.4	3.5	-3.9	8.7	-5.3	0.4	2.4
39) COc1ccccc1CNC(=O)COC(=O)Cn1cnc2ccccc21
 : -2.9	-7.1	5.0	0.6	10.8	5.1	4.9	-2.8	1.0
40) Cn1c(=O)oc2cc(S(=O)(=O)NCCC(=O)NCc3ccc(F)cc3)ccc21
 : 2.2	-4.2	-0.6	-0.3	11.1	5.1	1.1	-2.6	-1.4
41) Cc1ccc(S(=O)(=O)N2CCN(C)CC2c2ccccc2)cc1 (stereo not given)
 : -6.5	-7.9	6.3	5.0	x	11.9	-5.1	-2.3	-6.0
42) COC(=O)CON1C(=O)c2ccccc2C1=O
 : -1.1	1.9	-7.1	3.0	5.3	-3.2	0.1	3.4	-2.1
43) COc1ccc(C)cc1NC(=O)C(C)N(c1ccc(C)cc1)S(C)(=O)=O (stereo not given)
 : 9.0	4.7	-0.7	-1.9	5.9	-1.0	-1.3	0.2	0.9
44) O=C(COC(=O)c1cc(-c2cccs2)nn1-c1ccccc1)Nc1cc([N+](=O)[O-])ccc1Cl
 : -0.3	3.5	1.6	0.7	-2.5	4.2	-1.9	-2.8	-3.8
45) C[C@@H]1CC=C[C@H]2[C@H]1C(=O)N(Cc1ccccc1)[C@H]2c1ccc2ccccc2c1
 : 2.7	0.9	-2.1	-3.0	-2.3	-0.5	-1.3	-3.1	-7.5
46) COc1ccc(Cc2c(O)nc(SCC(C)C)[nH]c2=O)cc1
 : 7.3	3.2	2.3	11.9	13.2	8.1	-3.5	0.6	-1.0
47) Cc1ccc2c(C)c(C(=O)Nc3ccc(S(=O)(=O)Nc4onc(C)c4C)cc3)oc2c1
 : 3.4	-1.4	-3.8	4.8	0.7	7.3	0.7	8.5	5.7
48) c1ccc(NCn2cncn2)nc1
 : -1.0	-6.1	1.4	-1.4	8.6	1.4	-0.5	1.0	-4.3
49) CS(=O)(=O)c1ccc(Cl)c(NC(=O)COC(=O)c2cccc(C#N)c2)c1
 : 0.2	-0.5	1.4	6.8	-3.8	7.8	0.8	-2.2	0.8
50) CCOC(=O)c1cc(C#N)c(SCc2cccc3ccccc23)nc1C
 : 0.0	4.1	0.5	2.8	-9.3	-2.7	-5.8	3.2	-3.5
51) O=C(OCC(=O)N1CCCC1)c1ccc(S(=O)(=O)Nc2ccccc2)cc1
 : 10.9	3.1	3.9	1.1	3.1	-8.8	-3.4	2.2	-1.5
52) COc1ccc(C(C)=O)cc1CC(=O)Nc1cccc(S(=O)(=O)N2CCOCC2)c1
 : 4.0	-6.7	-4.7	-1.3	x	-0.2	-3.2	-6.9	-8.4
53) O=C(CN1C(=O)COc2ccccc21)c1ccc(Cl)cc1
 : 3.9	2.1	-3.2	0.2	-1.8	-4.2	2.1	-3.6	1.9
54) C/C(=N\NC(=O)c1ccccc1Cl)c1ccccn1
 : 2.8	1.2	-4.5	3.0	13.4	1.1	-0.4	0.8	3.2
55) CCCc1cc(C(=O)N/N=C/c2ccc(C)o2)c2ccccc2n1
 : 3.5	0.1	-11.0	1.2	-2.0	4.5	-1.3	2.1	0.3
56) Cc1cc(C)nc(N2CCC(C(=O)O)CC2)n1
 : -3.5	1.7	3.0	5.8	2.5	16.9	2.6	3.6	-0.7
57) COc1ccc(S(=O)(=O)NCC(=O)N(CC(=O)NCc2ccco2)Cc2ccccc2)cc1
 : 8.0	-0.1	3.0	0.9	7.0	1.9	-1.2	-4.6	-4.9
58) O=C(COc1ccccc1)c1cn(CC(=O)N2CCOCC2)c2ccccc12
 : -0.6	-8.8	-4.3	3.6	-0.9	-2.0	-2.7	-8.2	-9.4
59) CCCCC(C(=O)N/N=C/c1ccccn1)C(=O)N/N=C/c1ccccn1
 : -3.6	2.6	1.7	-0.2	14.1	2.6	-2.6	0.7	2.5
60) S=c1[nH]nc(-c2ccc(Cl)cc2)n1Cc1ccccc1
 : 3.7	-6.4	-3.4	37.1*	20.6	6.4	2.7	-1.7	-2.9
